FXIIa single = blocks human coagulation factor XIIa activity. P00748. purified human FXIIa, AMC substrate fluorescence, 2 h. inhibition, % at 10 µM. hit rate 0.2% among 33,000; in the data active means inhibition above about 30%;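 further: 0% = enzyme with vehicle only and 100% = no enzyme blank; many of its hits are not listed in these tables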
Target sequence (P00748 20-372 limits assumed): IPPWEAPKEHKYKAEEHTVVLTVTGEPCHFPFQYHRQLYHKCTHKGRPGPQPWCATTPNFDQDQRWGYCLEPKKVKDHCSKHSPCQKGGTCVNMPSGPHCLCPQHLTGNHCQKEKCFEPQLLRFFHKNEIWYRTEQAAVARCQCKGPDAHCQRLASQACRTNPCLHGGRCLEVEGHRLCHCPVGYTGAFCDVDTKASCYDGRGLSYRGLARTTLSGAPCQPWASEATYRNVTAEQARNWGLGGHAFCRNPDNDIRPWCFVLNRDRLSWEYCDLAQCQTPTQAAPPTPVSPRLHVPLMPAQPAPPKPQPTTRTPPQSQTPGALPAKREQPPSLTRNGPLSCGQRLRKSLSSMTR
Target sequence (P00748 373-615 limits assumed): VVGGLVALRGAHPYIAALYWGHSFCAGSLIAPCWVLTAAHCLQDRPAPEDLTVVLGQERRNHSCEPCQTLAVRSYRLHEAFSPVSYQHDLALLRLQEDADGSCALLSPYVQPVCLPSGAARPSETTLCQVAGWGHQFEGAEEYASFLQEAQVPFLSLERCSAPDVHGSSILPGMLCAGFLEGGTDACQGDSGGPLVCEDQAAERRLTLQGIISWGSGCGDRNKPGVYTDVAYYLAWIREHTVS
FXIa inh = inhibitors of human coagulation factor XIa | P03951 | purified human FXIa, fluorogenic AMC substrate cleavage | inhibition, % at 10 µM | hit rate 0.3% among 33,000 | AID 687;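 active means inhibition above 40% in the primary screen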;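 further: 0% = enzyme without compound and 100% = blank wells lacking enzyme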
An asterisk follows results filed as active.

structure	FXIIa single	FXIa inh
Cc1ccccc1CSCC(=O)NC1CCCC1	12	2
COc1ccc(-c2noc(CCC(=O)N3CCN(Cc4ccccc4)CC3)n2)cc1	5	1
CCC(C)(C)c1ccc(OCCN2C(=O)NC(C)(C)C2=O)cc1	7	-7
COc1cccc(-n2c(SCC(N)=O)nnc2-c2ccncc2)c1	5	-3
CCc1cc2c(NCCN3CCCCC3)ncnc2s1	8	7
C=C(C)COc1ccc(-c2n[nH]c(C)c2-c2ccc(Br)cc2)c(O)c1	-1	-5
CCOC(=O)c1ccc(NC(=O)CN(c2ccc(C)cc2)S(=O)(=O)c2c(C)nn(C)c2C)cc1	14	-4
CN1C(C(=O)Nc2ccccn2)=C(O)c2ccccc2S1(=O)=O	4	2
O=C(Nc1ccc(SC(F)F)cc1)c1cccc2nc3ccccc3nc12	7	7
CCOc1ccccc1N(CC(=O)N1CCOCC1)S(=O)(=O)c1ccc(SC)cc1	2	-5
COc1ccc(CNc2nc(NCc3ccc(OC)cc3)n(S(C)(=O)=O)n2)cc1	-4	-6
Cc1ccc(OCCNC(=O)C2CC(=O)N(c3ccc(C)cc3)C2)cc1 (stereo unspecified)	-1	-13
CC1CCCCC1NC(=O)COC(=O)c1ccccn1 (stereo unspecified)	3	-2
O=C(Cn1cnc2c(nnn2Cc2ccccc2F)c1=O)N1CCN(c2ccccc2)CC1	8	-1
O=C(CC1(C(F)(F)F)OCCO1)Nc1ccc2c(c1)OCO2	3	-5
Cc1cnc(Sc2ncccc2[N+](=O)[O-])nc1	7	-4
CCCc1nnc(NC(=O)c2cc3ccccc3oc2=O)s1	9	0
CC1CCc2c(nc3ncnn3c2N2CC(C)OC(C)C2)C1 (stereo unspecified)	7	3
CCC(=O)Nc1ccc(NC(=O)c2ccco2)cc1	27	-5
CN(C)CC(=O)c1c[nH]c2ccccc12	7	4
Cc1nnc(SCC(=O)NCc2ccc3c(c2)OCO3)[nH]c1=O	-13	-2
O=C(CN1CCCCCC1)Nc1ccccc1F	6	-3
COc1cc(NC(=O)Nc2ccccc2OC)c(OC)cc1NC(=O)CN1CCCCC1	-1	-9
CC(=O)OCC(OC(C)=O)C(OC(C)=O)C(OC(C)=O)C(=O)Nc1ccc(C)cc1 (stereo unspecified)	10	1
O=C(COc1ccc2ccccc2c1Br)Nn1cnnc1	15	6
c1ccc(NCc2nc(-c3ccccc3)no2)cc1	-13	3
COCCNC(=O)C(=O)Nc1ccc(Br)cc1	3	-2
Cc1ccc(OCc2cc(C(=O)Nc3ccccc3)oc2C)cc1	-3	-4
COc1ccccc1NC(=O)c1ccccc1NC(=O)c1cc(Cl)ccc1NC(=O)c1ccco1	-13	-10
N/C(CSc1nc(-c2ccccc2)c(-c2ccccc2)o1)=N\O	2	-4
COc1cc2[nH]c(=O)n(CCC(=O)N3CC=C(c4ccccc4)CC3)c(=O)c2cc1OC	-3	1
CC1CCC(C(C)C)C(OC(=O)CSc2nnc(N)s2)C1 (stereo unspecified)	3	8
CCCCN(C(=O)Nc1ccc(Cl)cc1)C1CCN(C(C)=O)CC1	-1	3
O=C(COc1ccc(Cl)cc1)Nc1ccccc1CO	3	2
COc1cc(OC)cc(C(=O)N2CCN(S(C)(=O)=O)CC2)c1	9	10
COc1cccc(OCCNC(=O)c2cccc(OC)c2)c1	4	5
Cc1ccc2cc3c(nc2c1)N(Cc1ccco1)CC3	2	-5
COc1ccc(NC2=Nc3ccccc3N3C2=Nc2c(c(C)nn2-c2ccc(C)cc2)C3c2cccnc2)cc1 (stereo unspecified)	8	-6
O=C(NC(C(=O)O)c1ccccc1)c1ccc(S(=O)(=O)N2CCOCC2)cc1 (stereo unspecified)	9	-1
Cc1cc2nc(C)n(CCCNC(=O)Nc3cccc4ccccc34)c2cc1C	6	1
COc1cc(CNn2nnnc2N)ccc1OCC(=O)NC(C)(C)C	2	1
Cc1ccc(C(=O)N2CCCC2)cc1Br	6	9
CCOC(=O)C1CCCN(S(=O)(=O)c2cccs2)C1 (stereo unspecified)	5	4
COc1cc(OC)cc(C(=O)Nc2ccccc2C(=O)N2CCCC2)c1	2	1
NC(=O)CN1CCOCCOCCOCCOCCOCC1	5	-14
Cc1cc(=O)oc2cc(OC(C)C(=O)N3CCOCC3)ccc12 (stereo unspecified)	2	2
O=c1[nH]c(NCCO)nc2c1C1(CCCC1)Cc1ccccc1-2	-15	-16
Cc1ccc(NC(=S)/C(=C(\[O-])c2ccc(C)c([N+](=O)[O-])c2)[n+]2ccccc2)cc1C	-14	15
CCOc1cc(C2/C(=C(\O)c3cc(C)ccc3C)C(=O)C(=O)N2CCN(C)C)ccc1O (stereo unspecified)	8	1
Cc1cnc(C(=O)OCC(=O)NC2CCCC(C)C2C)cn1 (stereo unspecified)	3	2
Cc1noc(C)c1C(=O)Nc1ccc(F)c(F)c1	8	-7
Cc1ccc(CN2CCN(/N=C/c3cc([N+](=O)[O-])ccc3Cl)CC2)cc1	0	-8
Cc1ccc(Cn2nnc3c(=O)[nH]c(C4CCCN(S(=O)(=O)c5ccccc5)C4)nc32)cc1 (stereo unspecified)	3	9
Cc1n[nH]c(C)c1S(=O)(=O)N1CCN(C2CCCCC2)CC1	4	-5
Cc1ccc(C)c(N2C(=O)CN=C2Nc2ccccc2Cl)c1	8	-1
CCOc1ccc(N(CC(=O)O)S(=O)(=O)c2ccc(F)cc2)cc1	7	5
O=C(O)Cc1cc(I)c(Oc2ccc(O)c(I)c2)c(I)c1	4	9
CC(C)OCCCNC(=O)C(C)Oc1ccccc1 (stereo unspecified)	8	7
Clc1ccc(COc2ccccn2)c(Cl)c1	-1	-2
O=C(c1ccc(N2CCN(C3CC(=O)N(c4ccc(F)cc4)C3=O)CC2)cc1)c1cccnc1 (stereo unspecified)	7	9

Further structures follow:
structure	FXIIa single	FXIa inh
Cc1ccc2[nH]c3c(=O)n(Cc4ccccn4)cnc3c2c1	1	-11
CN1C(=O)N(C)C2C1NC(=O)N2C (stereo unspecified)	2	4
Cc1cc(NC(=O)c2ccco2)ccc1NC(=O)Cc1cccs1	-10	1
Cc1nnc(SC2CC(=O)N(c3ccccc3)C2=O)s1 (stereo unspecified)	3	-1
COc1ccccc1CC(NC(C)=O)C(=O)N1CCN(C(=O)c2cccs2)CC1 (stereo unspecified)	-1	-3
CC(C)C(=O)Nc1cccc(-c2nc3ccccc3c(=O)o2)c1	9	2
Cc1ccc(-c2cc(C(=O)Nc3ccccc3C)c3ccccc3n2)o1	-1	-2
O=C(c1cc2n(n1)C(C(F)(F)F)CC(c1ccco1)N2)N1CCc2ccccc2C1 (stereo unspecified)	6	-1
COC(=O)Cc1cc(=O)n2[nH]c(C(F)(F)F)nc2n1	1	-6
COc1cccc2c(=O)cc(C)n(CC(=O)Nc3ccccc3C)c12	2	5
CCOC(=O)CC(=O)CSc1nc2cc(C)ccc2cc1C	2	-12
CC(C)c1ccc(C2C3CSCC=C3C(C#N)=C(N)C2(C#N)C#N)cc1 (stereo unspecified)	1	0

Filtered by structure, the entries above with a Cl atom
structure	FXIIa single	FXIa inh
COc1ccccc1NC(=O)c1ccccc1NC(=O)c1cc(Cl)ccc1NC(=O)c1ccco1	-13	-10
CCCCN(C(=O)Nc1ccc(Cl)cc1)C1CCN(C(C)=O)CC1	-1	3
O=C(COc1ccc(Cl)cc1)Nc1ccccc1CO	3	2
Cc1ccc(CN2CCN(/N=C/c3cc([N+](=O)[O-])ccc3Cl)CC2)cc1	0	-8
Cc1ccc(C)c(N2C(=O)CN=C2Nc2ccccc2Cl)c1	8	-1
Clc1ccc(COc2ccccn2)c(Cl)c1	-1	-2

The list goes on.
structure	FXIIa single	FXIa inh
CCC(C)NC(=O)c1ccc(CS(=O)(=O)Cc2ccc(Cl)cc2)o1 (stereo unspecified)	11	-7
COC(=O)c1cc(NC(=O)Cc2ccc(OC)cc2)cc(C(=O)OC)c1	5	-3
Cc1c(N=Cc2ccncc2)c(=O)n(-c2ccccc2)n1C	5	-5
O=C(NCCCCO)C(F)(F)C(F)(F)C(F)(F)C(=O)NCCCCO	6	-1
Cc1cccc(-n2ncc3c(NCc4ccc5c(c4)OCO5)ncnc32)c1	-13	0
COc1ccccc1S(=O)(=O)Nc1cccc(-c2nnc3n2CCCCC3)c1	7	-1
CC(C)[C@H](NC(=O)OC(C)(C)C)C(=O)N/N=C/c1cccc2nccnc12	4	-5
COc1ccc(CCNC(=O)C2CCCN(S(=O)(=O)c3cccc4nonc34)C2)cc1OC (stereo unspecified)	0	1
CN(C)c1ccc(CNn2cnnc2)cc1	6	3
N#Cc1ncc(C(F)(F)F)cc1Sc1ccc(N)cc1	15	5
O=C(Nc1cccnc1)C1(F)C(F)(F)C(F)(F)C(F)(F)C(F)(F)C1(F)F	6	-2
CN(C)C(=O)CSc1nc2ccccc2c(=O)[nH]1	-7	0
CCCOC(=O)c1c(NC(=O)CSc2nc(-c3ccco3)cc(C(F)(F)F)n2)sc(C(=O)OC)c1C	3	11
Cc1cccc(CN2CCC(C(N)=O)CC2)c1	7	2
Cc1ccc(Nc2nnns2)cc1	3	2
COc1ccc(NC(=O)C23CCC(C2)C(C)(C)C3=O)cc1 (stereo unspecified)	1	4
Cc1ccc(CC(=O)NCc2ccc3c(c2)OCO3)cc1	5	2
Cc1nc2nc3c(cn2n1)C(=O)CC(c1ccccc1)C3 (stereo unspecified)	2	2
C=CCNC(=O)CN(c1ccccc1OCC)S(=O)(=O)c1ccc(C)cc1	7	-9
CC(/C=C/c1ccc(O)cc1)=N/O	7	0
O=C(Nc1ccccc1)N1CCC(c2nc(-c3ccc(S(=O)(=O)N4CCOCC4)cc3)no2)CC1	3	-5
CCOC(=O)c1ccc2c(c1)nc(COc1ccc(OC)cc1)n2CC	7	-8
CC(C)C(C)NC(=O)CSc1nc2scc(-c3ccco3)c2c(=O)n1-c1ccccc1 (stereo unspecified)	8	10
CC(C)NC(=O)CSc1ccccc1C(=O)NCc1ccc2c(c1)OCO2	5	6
CC(C)CC(C(=O)OCC(=O)Nc1ncc(Cl)cc1Cl)N1C(=O)c2ccccc2C1=O (stereo unspecified)	4	5
COc1cccc(NC(=O)c2ccccc2-c2nc(-c3ccc(Cl)cc3)no2)c1	8	2
CCCc1cc2c(=O)c(-c3ccc4c(c3)OCCO4)coc2cc1OC(=O)c1ccco1	2	-10
CCc1ccccc1NC(=O)CSc1nnc([C@@H](NC(=O)OC(C)(C)C)C(C)C)o1	6	1
O=C(OCn1nnc2ccccc2c1=O)c1cccnc1Cl	-8	-9
COc1cc(NC(=O)c2ccco2)c(OC)cc1NC(=O)CCC(=O)Nc1cc(C)cc(C)c1	7	3
O=C(Nc1nc2c(s1)COc1ccccc1-2)c1cccs1	8	8
CCc1cc2c(C)cc(=O)oc2cc1OC(=O)C1CCCN1C(=O)OC(C)(C)C (stereo unspecified)	3	0
COc1cccc(C(=O)CN(C(=O)c2ccc(Cl)c(Cl)c2)N2C(=O)C3CCCCC3C2=O)c1 (stereo unspecified)	8	4
COc1ccccc1NC(=O)Cn1c(=O)sc2ccccc21	4	-8
CCSc1nc(O)c(Cc2ccccc2)c(=O)[nH]1	8	-6
O=C(CCN1CCCCCC1)Nc1cccc(F)c1	8	-7
CCN(CC(=O)Nc1ccc(N2CCOCC2)cc1)Cc1nc2ccccc2c(=O)[nH]1	5	-10
O=C(c1ccc(NC(=O)C2(c3ccccc3)CCOCC2)cc1)N1CCOCC1	5	2
O=C1CCc2cc(S(=O)(=O)N3CCN(c4ccccc4F)CC3)ccc2N1	-4	-8
CCOC(=O)c1cnc2ccc(OCC)cc2c1N1CCN(c2ccccc2)CC1	-13	-16
CCOc1ccc(OCCOCCn2ccnc2)cc1	-13	24
CCSc1ccccc1C(=O)N1CCN(c2ccccc2F)CC1	4	0
O=C(CSC(=S)N1CCOCC1)N1N=CCC1c1ccccc1 (stereo unspecified)	4	-3
CCN(CC)S(=O)(=O)c1ccc(NC2c3ccccc3C(=O)N2c2ccc(C)cn2)cc1 (stereo unspecified)	10	6
CN(/N=C/c1c[nH]c2ccccc12)c1cnn(-c2ccc(F)c(Cl)c2)c(=O)c1Cl	-12	26
Cc1cc(=O)n2[nH]c(-c3ccco3)nc2n1	-7	1
CCOc1ccc(NC(=O)c2cnccn2)cc1	0	-7
C[N+](C)(C)CCOP(=O)([O-])OC[C@H](O)CO	4	-2
O=S(=O)(c1ccc(Oc2ccc(Cl)cc2)c(S(=O)(=O)N2CCCCC2)c1)N1CCCCC1	7	4
CCCCN(CC)C(=O)Cn1cnc2ccc(S(=O)(=O)N3CCC(C)CC3)cc2c1=O	-2	2
CCc1nnc(SCC(=O)Nc2ccc(N3CCOCC3)cc2)o1	3	-10
Cn1c(=NC(=O)CCl)sc2ccccc21	1	2
CC(=O)c1cccc(NC(=O)CCC2CCCC2)c1	0	1

Not all compounds are listed. The share of hits here may be higher or lower than overall.
